PMI inhibitors – inhibitors of human PMI, primary screen, biochemical, fluorescence intensity, coupled assay (AID 1209); purified PMI enzyme, coupled fluorescence intensity; higher % means a stronger effect; inhibition, % at 20 µM; hits with a dose series show IC50 in µM; 190,000 tested, 0.42% active;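 further: plate controls were DMSO vehicle for no effect and wells lacking substrate for full effect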
P. falciparum M1AAP – P. falciparum M1AAP inhibitors, biochemical, fluorogenic H-Leu-NHMec substrate, 1536-well (AID 1445). recombinant M1AAP, H-Leu-NHMec fluorogenic kinetic assay; higher % means a stronger effect. 220,000 tested, 0.42% active. one-dose inhibition, % at 30 µM; IC50 in µM for titrated hits;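 active means primary inhibition above the hit cutoff, then over 50% inhibition at one or more dose response concentrations, cut at about 23% in these data, passing the limit was not always enough; inconclusive means conflicting primary data, or primary hits not chosen for dose response; inactive means low primary inhibition, or under 50% at every dose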;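 further: plate controls were DMSO full reaction for no effect and no enzyme background for full effect; strong numbers were not always called active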
RSV CPE inhibition – RSV antiviral activity via CPE protection, HEp-2 cells, primary 10 µM value included (AID 2391); CPE inhibition, % at 10 µM; hits with a dose series show IC50 in µM; HEp-2 cells, RSV-induced CPE inhibition; higher % means a stronger effect; 310,000 tested, 0.13% active; in the data active means a potency from the dose series; inconclusive means CPE inhibition mostly from about 23% at the one dose, without a potency; inactive means the rest, 99 in 100 with CPE inhibition below about 21%; further: strong numbers were not always called active
human PMI inhibitors – MPI inhibition at elevated mannose 6-phosphate – biochemical, fluorescence intensity, high mannose 6-phosphate, primary screen (AID 1220). 190,000 tested, 0.66% active. one-dose inhibition, % at 20 µM; IC50 in µM for titrated hits. recombinant PMI enzyme, coupled fluorescence intensity; higher % means a stronger effect
T cell HTS – T cell immune modulators affecting CD8 T cell-vesicle binding | 2C CD8+ T cell-vesicle binding, flow cytometry; stronger effect = lower value | 330,000 tested, 0.068% active | AID 2052 | calls only at 7 µM;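 active means response, share of CD8 T cells binding vesicles, and their 90th percentile fluorescence all below set limits, cut at about 80% in these data, passing the limit was not always enough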
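incubation = binding step 1.5 h, 37 °C, antibody labelling 20 min, ice | test system = 2C mouse CD8+ T cells | read-out basis = percent CD8+ FL2 mean versus row control | controls = Peptide-free naked vesicles (low) and QL9 vesicles with 0.7% DMSO vehicle (high) | detection = flow cytometry of vesicle-bound cells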
TNAP activation fold – stimulation of alkaline phosphatase TNAP activity – biochemical, luminescent, no phosphate acceptor, uHTS, primary screen (AID 1001); purified TNAP, luminescent activation assay, no phosphate acceptor; higher activation fold means a stronger effect; 200,000 tested, 0.03% active; activation fold at 20 µM, or EC50 in µM where a hit was titrated; in the data active means activation fold from about 3, or a potency from the dose series; inactive means the rest, 99 in 100 with activation fold below about 1.6; further: many of its hits are not listed in these tables
M17LAP inhibition – P. falciparum M17LAP inhibitors, primary screen, biochemical, fluorogenic H-Leu-NHMec substrate, 1536-well (AID 1619) | inhibition, % at 30 µM, or IC50 in µM where a hit was titrated | recombinant M17LAP, H-Leu-NHMec fluorogenic kinetic assay; higher % means a stronger effect | 220,000 tested, 0.38% active;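 active means compound inhibiting the enzyme by more than half at any dose during confirmatory dose-response retesting; inconclusive means strong single-dose inhibitors picked by rank but not retested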;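 further: plate controls were full reaction with DMSO carrier for no effect and no enzyme background for full effect; strong numbers were not always called active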
K1F lysis inhibition – inhibition of K1F phage lysis, E. coli UTI89, bacterial capsule biogenesis inhibitors, alamar blue (AID 488966); 340,000 tested, 0.02% active; E. coli UTI89 K1F phage lysis, alamar blue, 2 h; higher % means a stronger effect; inhibition, % at 100 µM, or IC50 in µM where a hit was titrated;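 active means phage lysis inhibition, versus mean bacterial control, above a set limit; inconclusive means no clear call, values can overlap the other calls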;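 further: capsule biogenesis inhibitors block K1F phage lysis so surviving cells raise fluorescence; higher fluorescence means more inhibition of phage lysis; actives were called in the ten point dose series up to 300 µM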
West Nile virus CPE – inhibition of WNV-induced cytopathic effect – cell-based, CPE readout (AID 1621). West Nile virus-infected cells, CPE inhibition; higher % means a stronger effect. CPE inhibition, % at 10 µM, or IC50 in µM where a hit was titrated. 290,000 tested, 0.02% active; in the data active means a potency from the dose series; inconclusive means CPE inhibition mostly from about 3.7% at the one dose, without a potency; inactive means the rest, 99 in 100 with CPE inhibition below about 2.2%; further: strong numbers were not always called active
T cell HTS vesicle-bound % – recorded beside T cell HTS, whose call it bears; double positive events, %; measured here: CD8+ vesicle-bound cell fraction;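 binding gate set so that unloaded-vesicle control wells show 10% double positive cells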
The depositor's hits bear a star; i = inactive; ? = inconclusive; · = no result given; [ ] = another dose, or the depositor's remark. Unless noted, no stated cut-off is given here; in the data, active means inhibition above about 50%; inactive means the rest.

SMILES	PMI inhibitors	P. falciparum M1AAP	RSV CPE inhibition	human PMI inhibitors	T cell HTS	T cell HTS vesicle-bound %	TNAP activation fold	M17LAP inhibition	K1F lysis inhibition	West Nile virus CPE
CCN(CC)CCN(Cc1cc2ccc(C)cc2[nH]c1=O)C(=O)NC1CCCCC1	6%	1%	-1.3%	8%	i	18	1.1	22%	0.2%	-0.3%
Cn1ncc([N+](=O)[O-])c1C(=O)Nc1cccc2ccccc12	·	·	0.6%	·	i	32	·	·	1.0%	-0.4%
Cc1ccnc(NS(=O)(=O)c2cnc(Cl)c(Br)c2)c1	-8%	5%	0.9%	-8%	i	47	0.9	11%	0.6%	0.7%
COc1cc(S(=O)(=O)N2CCN(C)CC2)c(OC)cc1Cl	5%	-6%	0.7%	2%	i	24	1.2	-4%	0.2%	0.0%
O=C(O)CC/C(=N/NC(=O)c1ccc(-c2ccccc2)cc1)c1ccccc1	·	·	4.2%	·	i	4	·	·	0.9%[50 µM]	-0.4%
Cc1cc(=O)[nH]c2nnc(-c3ccc(Br)cc3)n12	·	·	2.3%	·	i	37	·	·	-1.3%[50 µM]	1.2%
O=C(c1ccc(F)cc1)N1CCN(C(=O)c2cccnc2)CC1	-4%	9%	·	-1%	i	9	1.1	6%	1.8%	-0.1%
CCOC(=O)c1c(C)n(C)c2cc(-c3ccc(C)cc3)c(O)cc12	-5%	2%	0.8%	19%	i	44	1.1	1%	0.1%	2.1%
Cc1nc(-c2nc(C(=O)NNS(C)(=O)=O)cs2)cs1	·	-1%	0.4%	·	i	9	·	4%	-0.5%	0.0%
C=CCNC(=S)NCC=C	·	2%	1.4%	·	i	59	·	6%	6.5%	0.3%
CCOC(=O)c1sc(CS(=O)(=O)c2ccc(Cl)cc2)nc1C	·	3%	1.6%	·	i	24	·	8%	-0.5%	0.0%
COc1ccc(C(=O)NCC(=O)NCC(=O)OCC(=O)C(C)(C)C)cc1	4%	1%	2.4%	7%	i	50	1	8%	3.7%	0.0%
CCOC(=O)c1nnn(CC(=O)N2N=C(c3cccc4ccccc34)CC2c2ccccc2)c1C(=O)OCC (stereo not drawn)	-6%	3%	6.3%	-4%	i	59	1.1	2%	0.6%	-1.2%
CCn1c(CSCc2ccc(F)cc2)nnc1SCC(=O)N1CCN(c2ccccc2)CC1	-4%	6%	2.5%	-1%	i	34	1.1	7%	-0.5%	-0.6%
CC(CN1CCOCC1)OC(=O)COc1ccc(F)cc1 (stereo not drawn)	-4%	2%	1.9%	-7%	i	32	1.1	-2%	0.2%	0.4%
O=C(O)CCCNS(=O)(=O)Cc1ccccc1	3%	-9%	0.8%	9%	i	58	1	3%	-0.3%	0.2%
COc1ccc(N(C(=O)CNC(=O)c2cccs2)C(C(=O)NC2CCCC2)c2cccnc2)cc1 (stereo not drawn)	10%	-4%	0.1%	19%	i	50	1	21%	1.6%	-0.2%
CC(C)CC(C(=O)NC(C)(C)C)N(CC1CCCO1)C(=O)c1snc(C(N)=O)c1N (stereo not drawn)	·	8%	-3.0%	·	i	57	1	-7%	2.4%	-0.1%
N#C/C(C(=O)NCc1ccccc1)=C1\SC(CCO)C(=O)N1c1ccccc1 (stereo not drawn)	-1%	6%	1.6%	6%	i	17	1.1	12%	-0.7%	0.0%
O=C(NCc1ccccn1)Nc1cccc([N+](=O)[O-])c1	·	·	3.6%	·	i	58	·	·	-0.1%	-0.7%
O=C(O)CN1C(=O)/C(=C\c2ccccc2OCc2ccc(Cl)cc2)SC1=S	·	·	3.5%	·	i	14	·	·	-0.3%	0.5%
Cc1ccc(NC(=S)N=Nc2c(O)n(C)c3ccc(S(=O)(=O)N4CCOCC4)cc23)cc1	14%	4%	·	13%	·	·	0.9	0%	1.4%	-1.2%
CC(=O)N(CCCN(C)C)Cc1ccccn1	·	4%	1.3%	·	i	18	·	3%	0.0%	0.1%
Cc1cc(C)c(NC(=O)c2ccc3c(c2)CCN3S(C)(=O)=O)c(C)c1	·	·	1.3%	·	i	26	·	·	0.0%	-0.8%
COc1ccc(/C=N/NC(=O)CNC(=O)/C=C/c2ccco2)cc1OC	·	·	-0.8%	·	i	58	·	·	-0.2%	-0.7%
Cc1cc(Br)cc(/C=N/NC(=O)c2ccc3c(c2)OCO3)c1O	·	·	2.9%	·	i	34	·	·	0.1%	?
CC(C)NC(=O)[C@@H]1C[C@@]1(C)[C@@H](NC(=O)OCc1ccccc1)c1ccccc1	8%	5%	0.0%	11%	i	43	1.1	11%	1.9%	-0.8%
N#CCCN1CCC(NC(=O)OCc2ccccc2)CCC1=O (stereo not drawn)	·	·	-2.1%	·	i	14	·	·	-0.4%	-0.5%
CCOC(=O)c1c(NC(=O)c2c(Br)cnn2CC)sc(C)c1C	1%	0%	3.1%	-1%	i	2	1.1	5%	0.4%	0.9%
Cc1nc2ccccc2cc1C(=O)N/N=C/c1ccccc1[N+](=O)[O-]	7%	-2%	2.9%	9%	i	39	1.1	-6%	2.2%[50 µM]	-0.2%
Cc1c(CC(=O)O)c(=O)oc2c(C)c3occ(-c4ccc(Br)cc4)c3cc12	·	·	?	·	i	7	·	·	-0.3%[50 µM]	-0.7%
O=C(CSc1nnc(NC(=O)c2cccc(F)c2)s1)NC1CCCC1	·	·	1.1%	·	i	35	·	·	0.1%	-0.5%
COc1cc(/C=C/C(=O)NCC(=O)N2CCC(N(C)CCN3CCOCC3)CC2)ccc1OC(C)C	-16%	7%	1.8%	-18%	i	60	1.1	1%	-0.3%	0.0%
CCc1ccc(NC(=O)CSc2nnc(COc3ccc4c(c3)CCCC4)o2)cc1	2%	4%	2.5%	3%	i	17	1.1	-12%	0.2%	0.4%
CC(C)(C)N1CC(OC(N)=O)C1	·	2%	1.2%	·	i	55	·	3%	0.3%	0.3%
Cc1ccc(/C=N/NC(=O)c2cccc(S(=O)(=O)N3CCOCC3)c2)o1	-6%	5%	-0.6%	3%	i	28	1.1	7%	0.2%	-0.2%
O=C(Cc1ccccc1F)NC1CCSc2ccccc21 (stereo not drawn)	·	·	1.4%	·	i	26	·	·	0.4%[50 µM]	-0.6%
O=C(Nc1ccccc1Cl)C(=O)c1cn(CC(=O)N2CCOCC2)c2ccccc12	·	·	1.7%	·	i	3	·	·	0.4%	0.1%
COc1ccc(/C=N\NC(=O)CCc2c(C)n[nH]c2C)c(OC)c1OC	-8%	3%	1.2%	-5%	i	57	1.1	0%	-0.1%	-0.4%
O=C(c1ccco1)N1CCN(C(=O)C(Cc2ccccc2)NS(=O)(=O)c2cccs2)CC1 (stereo not drawn)	-5%	-1%	0.4%	-9%	i	48	1.1	-13%	0.0%	-0.7%
CCCC(=O)Nc1ccccc1NC(=O)c1cc(OC)c(OC)c(OC)c1	11%	2%	1.4%	6%	i	58	1.1	-9%	1.5%	-0.2%
CC1(C)CC(NC(=O)c2ccccc2Cl)CC(C)(C)N1	-2%	4%	-0.2%	-6%	i	35	0.9	3%	2.0%	-0.1%
Cc1cccc(NC(=S)N(CCN2CCOCC2)Cc2cc3cc4c(cc3[nH]c2=O)OCO4)c1	6%	7%	-0.8%	5%	i	25	1.1	5%	0.1%	-0.5%
COc1ccc(C(=O)Cc2ccc(F)cc2)c(OC)c1	5%	7%	1.9%	11%	i	41	1.2	7%	3.6%	-0.5%
CCCOC(=O)c1c(NC(=O)C2C3C=CC(C3)C2C(=O)O)sc2c1CCC(C)C2 (stereo not drawn)	33%	·	-0.5%	6%	i	24	1	·	-0.3%	-0.8%
CCS(=O)(=O)C1=NN2C(=N)/C(=C\c3ccc(OS(=O)(=O)c4ccccc4)cc3)C(=O)N=C2S1	·	·	-1.2%	·	i	31	·	·	-0.1%	0.3%

Part of the list above, reduced to West Nile virus CPE and human PMI inhibitors:
molecule,West Nile virus CPE,human PMI inhibitors
CCCC(=O)Nc1ccccc1NC(=O)c1cc(OC)c(OC)c(OC)c1,-0.2%,6%
COc1ccc(C(=O)Cc2ccc(F)cc2)c(OC)c1,-0.5%,11%

In the list so far, these contain an aryl methoxy group:
SMILES	PMI inhibitors	P. falciparum M1AAP	RSV CPE inhibition	human PMI inhibitors	T cell HTS	T cell HTS vesicle-bound %	TNAP activation fold	M17LAP inhibition	K1F lysis inhibition	West Nile virus CPE
COc1cc(S(=O)(=O)N2CCN(C)CC2)c(OC)cc1Cl	5%	-6%	0.7%	2%	i	24	1.2	-4%	0.2%	0.0%
COc1ccc(C(=O)NCC(=O)NCC(=O)OCC(=O)C(C)(C)C)cc1	4%	1%	2.4%	7%	i	50	1	8%	3.7%	0.0%
COc1ccc(N(C(=O)CNC(=O)c2cccs2)C(C(=O)NC2CCCC2)c2cccnc2)cc1 (stereo not drawn)	10%	-4%	0.1%	19%	i	50	1	21%	1.6%	-0.2%
COc1ccc(/C=N/NC(=O)CNC(=O)/C=C/c2ccco2)cc1OC	·	·	-0.8%	·	i	58	·	·	-0.2%	-0.7%
COc1cc(/C=C/C(=O)NCC(=O)N2CCC(N(C)CCN3CCOCC3)CC2)ccc1OC(C)C	-16%	7%	1.8%	-18%	i	60	1.1	1%	-0.3%	0.0%
COc1ccc(/C=N\NC(=O)CCc2c(C)n[nH]c2C)c(OC)c1OC	-8%	3%	1.2%	-5%	i	57	1.1	0%	-0.1%	-0.4%
CCCC(=O)Nc1ccccc1NC(=O)c1cc(OC)c(OC)c(OC)c1	11%	2%	1.4%	6%	i	58	1.1	-9%	1.5%	-0.2%
COc1ccc(C(=O)Cc2ccc(F)cc2)c(OC)c1	5%	7%	1.9%	11%	i	41	1.2	7%	3.6%	-0.5%

Assay outcomes: PubChem, several laboratories
